# Assay outcomes: PubChem, National Center for Advancing Translational Sciences (NCATS)
# PTHR1 ag: agonists of human PTHR1 parathyroid hormone receptor. Q03431. Potency, µM (highest dose often 115 µM), without a hit: top-dose activation, hits mostly activators. HEK293 GP2 PTHR1 cells, GloSensor cAMP luminescence, 1 h. 410,000 tested, 0.075% active; also: potency is read from the fitted curve at half-maximal effect; nearly all actives have a fitted effect of over 55% in size; some results filed as inactive show a strong effect at the top dose; inactives centre near -15; many of its hits are not listed in these tables
# Target sequence (Q03431 whole entry, looked up): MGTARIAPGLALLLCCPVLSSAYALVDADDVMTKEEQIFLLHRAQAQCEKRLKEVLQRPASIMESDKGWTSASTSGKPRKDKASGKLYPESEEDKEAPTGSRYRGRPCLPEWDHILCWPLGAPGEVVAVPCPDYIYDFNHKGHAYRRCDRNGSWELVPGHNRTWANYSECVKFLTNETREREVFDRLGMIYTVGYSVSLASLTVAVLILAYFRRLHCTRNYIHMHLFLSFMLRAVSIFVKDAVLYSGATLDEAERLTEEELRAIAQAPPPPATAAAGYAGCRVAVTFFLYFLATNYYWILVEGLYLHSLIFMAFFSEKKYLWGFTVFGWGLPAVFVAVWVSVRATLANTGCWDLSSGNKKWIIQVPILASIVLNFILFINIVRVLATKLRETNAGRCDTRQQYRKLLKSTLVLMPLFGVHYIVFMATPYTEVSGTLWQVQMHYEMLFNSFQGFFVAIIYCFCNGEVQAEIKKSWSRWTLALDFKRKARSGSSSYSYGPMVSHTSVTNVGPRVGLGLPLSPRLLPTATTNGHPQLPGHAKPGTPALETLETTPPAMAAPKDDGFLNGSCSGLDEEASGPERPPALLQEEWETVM
#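 HEK-293-derived GP2 cells expressing PTHR1 and a GloSensor cAMP reporter, 3,000/well, plated overnight, given luciferin plus IBMX (each 0.5 mM as added) for 1 h at 37 °C, then compound for 1 h at 37 °C. Luminescence was read after 15 min at room temperature.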
# D3 ag: D3 dopamine receptor (human) agonism; P35462; D3R DiscoveRx beta-arrestin cells, luminescence, 90 min; max activation, %; 410,000 tested, 0.58% active; in the data active = max activation above about 30%; also: 0% is about no effect; mostly tested at two doses, the higher about 12 µM
# Target sequence (P35462 whole entry, looked up): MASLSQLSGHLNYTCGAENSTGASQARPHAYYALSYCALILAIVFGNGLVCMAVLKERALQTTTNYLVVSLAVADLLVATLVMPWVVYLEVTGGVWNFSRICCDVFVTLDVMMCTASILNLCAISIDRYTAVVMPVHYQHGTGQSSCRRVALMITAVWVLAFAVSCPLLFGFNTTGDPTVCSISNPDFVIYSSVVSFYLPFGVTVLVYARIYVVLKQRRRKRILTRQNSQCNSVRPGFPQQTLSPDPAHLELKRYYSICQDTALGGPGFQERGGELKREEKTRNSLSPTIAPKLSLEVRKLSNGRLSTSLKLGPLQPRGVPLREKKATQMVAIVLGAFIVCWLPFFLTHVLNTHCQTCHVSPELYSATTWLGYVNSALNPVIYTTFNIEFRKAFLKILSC
#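 Cells at 1500/well, incubated overnight, then treated with pinned compounds (dopamine as control) for 90 min at 37 degrees C. DiscoveRx reagent added for 30 - 60 minutes at room temperature; luminescence read.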
# DRD3 antagonist: antagonists of human D3 dopamine receptor; 360,000 tested, 2.5% active; P35462; D3R cells, DiscoveRx beta-arrestin luminescence, antagonist mode; stronger effect = lower value; max response, negative = inhibition, %; in the data active = max response below about -50%; inconclusive = no clear call, values can overlap the other calls; also: % is scaled to controls: 0 for no effect and ±100 for the full control effect; mostly tested at two doses, the higher about 12 µM
#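 Cells plated overnight at 1500 cells/well, then exposed to library compounds with dopamine controls for 90 minutes at 37 degrees C. DiscoveRx reagent added for 30–60 minutes at room temperature; luminescence read, quantitative HTS format.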
# Akt phos inh: Akt phosphorylation inhibition; Neuro2A IGF-stimulated pAkt S473 HTRF, 20 min; stronger effect = lower value; activity change, % for hits at 50 µM; 360,000 tested, 0.32% active; AID 651550; in the data active = activity change below about -80%; inconclusive = mostly about -51% to -80%; also: % is scaled to controls: 0 for no effect and ±100 for the full control effect
#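 Neuro2A cells in DMEM with 0.5% FBS, overnight at 37 deg C, given compound at single 50 µM final, then IGF (6 nM final) for 20 min at 37 deg C. Lysed; phospho-Akt Ser473 by HTRF after 24 h, 665/615 ratio.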
# Mm-Cpn inhibitor: M. maripaludis TRiC chaperonin inhibition; purified Mm-Cpn ATPase, ADP Transcreener TR-FRET; Potency, µM (highest dose often 76.9 µM), for inactives: at the highest dose activity, negative = inhibition, usual class: inhibitors; 330,000 tested, 0.031% active; AID 504842; also: potency is read from the fitted curve at half-maximal effect; % is scaled to controls: 0 for no effect and ±100 for the full control effect; nearly all actives have a fitted effect of over 80% in size
#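 Reaction buffer contained 30 mM Tris pH 7.4, 100 mM KCl, 5 mM MgCl2 and 1 mM DTT. Mm-CPN (25 nM final) hydrolysed 10 uM ATP over 30 min at 37°C; ADP was read by HTRF.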
# EPAC2 antag: antagonists of human EPAC2 | Potency, µM (doses to about 114 µM), for inactives: top-dose activity, negative = inhibition, usual class: inhibitors | 360,000 tested, 0.18% active | AID 720708 | EPAC2 GEF exchange of Rap1B-BODIPY-GDP, fluorescence | Q8WZA2; also: potency is read from the fitted curve at half-maximal effect; % is scaled to controls: 0 for no effect and ±100 for the full control effect; nearly all actives have a fitted effect of over 45% in size; many of its hits are not listed in these tables
# CCT modulator: modulators of cytosolic chaperonin (CCT/TRiC) activity; activity change, % (concentration not given with the values), hits read low; 360,000 tested, 0.3% active; AID 651819; purified chaperonin ATPase assay, HTRF ADP detection, 30 min; in the data active = activity change below about -30%; also: % is scaled to controls: 0 for no effect and ±100 for the full control effect
#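 First, chaperonin was dispensed at 40 nM or 20 nM final depending on batch activity. Next, compounds were pinned at 76 uM and ATP added at 10 uM. After 30 min at 37 °C, ADP detection reagents ran 30 min at ambient temperature.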
# EPAC2 agonist: EPAC2 (human) agonism. Q8WZA2. EPAC2 activation, biochemical qHTS; response scale: 100% = 6.5 mM cAMP response. Potency, µM (titrated, usually from 154 µM), inactives show top-dose activation, usual class: activators. 360,000 tested, 0.079% active; also: potency is read from the fitted curve at half-maximal effect; nearly all actives have a fitted effect of over 50% in size
#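 In this primary screen, activation is scored as increased exchange of BODIPY-GDP from Rap1B by 100 nM EPAC2, with 50 uM GDP as competitor. Signal is normalized to the 6.5 mM cAMP agonist control.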
# Numbers without * were called inactive; i = inactive; ? = inconclusive; / = no result given; & = joins results of further samples; [ ] = another dose, or the depositor's remark. Unless noted, calls follow the shape of the dose curve; as a rule, active = well fitted curve in the direction sought with a large enough effect; inconclusive = small, poorly fitted or top-dose-only effect, or another doubt; inactive = no such curve, though single readings can be large; an effect the other way counts as inactive or inconclusive. Not all compounds are listed; rates above refer to the full screens.
SMILES,PTHR1 ag,D3 ag,DRD3 antagonist,Akt phos inh,Mm-Cpn inhibitor,EPAC2 antag,CCT modulator,EPAC2 agonist
CC1(C)CC(NS(=O)(=O)c2ccc(F)cc2)CC(C)(C)N1,-13%,-16,-58*,i,0%,4%,-0.4,9%
CCOC(=O)c1sc(=S)n(Cc2ccccc2)c1N,i,3,-16,i,-1%,6%,-1.1,3%
CCN1CCN(c2ccc(S(=O)(=O)N3CCCCC3)cc2NC(=O)/C=C/c2cccc(OC)c2OC)CC1,i,-8,?,i,-1%,-10%,-3.6,16%
CCN1CCN(C(=S)NCc2ccc(C)cc2)CC1,-25%,-8,7,i,1%,-1%,-2.6,-2%
O=C(NNC(=O)c1ccccc1F)c1cccs1,-12%,-10,3,i,-3%,2%,2.8,-10%
COc1ccc(-c2noc(Cc3cccs3)n2)cc1,-15%[57.5 µM],1,?,/,1%,0%,2.5,0%[15.6 µM]
O=C(N/N=C/c1ccc(-c2cccc(C(F)(F)F)c2)o1)c1ccccc1O,-54%[inhibitor],1,-13,i,-4%,18%,-2.9,-6%
Cc1ccc(S(=O)(=O)NCC(=O)NCC(=O)OCC(=O)N2CC(=O)Nc3ccccc32)cc1C,i,-1,-21,i,-22%,5%,-1.7,-6%
CCOc1ccccc1N1CCN(CC(=O)NC(=O)NCc2ccco2)CC1,i,-7,?,i,-4%,24%,0.9,3%
COc1ccccc1NC(=O)CSc1nc(N)c(-c2ccccc2)c(=O)[nH]1,-14%,5,15,i,-1%,1%,-1.2,8%
CC(C)(Oc1ccc(Cl)cc1)C(=O)NCC1CCCO1 (configuration not stated),i,18,6,i,-1%,-6%,-0.8,0%
CCC(C)(C)NC(=O)Cc1ccc(F)cc1,-23%,7,8,i,-6%,2%,-0.4,9%
COCCNC(=O)c1cc(OC)c(OC)cc1[N+](=O)[O-],i,-1,3,i,2%,2%,0.6,7%
COc1cc(C2NC(=S)NC(C)=C2C(=O)OC(C)C)ccc1OC(C)C (configuration not stated),-1%[57.5 µM],3,-21,i,-1%,-2%,-0.6,7%
Cc1[nH]c2ccccc2c1CCN(Cc1cccs1)C(=S)NC(C)(C)C,-18%,-6,-5,i,-1%,-20%,-0.5,13%
CCCCN(CCCC)S(=O)(=O)c1ccc(NC(=O)Cc2cccs2)cc1,i,7,-11,i,1%,-20%,1.6,-2%
CCOC(=O)CN1CC23C=CC(O2)C(C(=O)NCc2ccc(F)cc2)C3C1=O (configuration not stated),8%,-6,-27,i,-4%,3%,2.1,11%
CCC(C(=O)NCc1cccc(C)c1)n1nc(C)c2c(C)n(-c3ccccc3)nc2c1=O (configuration not stated),-44%[inhibitor],-5,22,i,3%,-16%,1.5,-11%
CCCCCCC/C=N/Nc1nnc(Cc2ccccc2)c(=O)[nH]1,-1%,10,-10,i,1%,1%,-0.1,-3%
CCOc1ccc(-n2nc3ccc(NC(=O)CC)cc3n2)cc1,-66%[inhibitor],6,16,i,-3%,-3%,0.2,-5%
COc1ccc(NC(=O)C2CSC(C)(C)N2C=O)cc1 (configuration not stated),i,0,4,i,1%,-4%[57.1 µM],0.3,0%
CCOC(=O)c1c(C)[nH]c(C(=O)OCC(=O)Nc2cccnc2Cl)c1C,-29%,1,4,i,0%,-10%,-0.3,-2%
COc1ccccc1N(CC(=O)N1CCN(Cc2ccccc2)CC1)S(=O)(=O)c1ccccc1,i,-8,-15,i,/,6%,-1.1,12%
COc1ccccc1C(=O)NNC(=O)C(=O)NCc1ccccc1,i,10,0,i,0%,1%,0.7,14%
Cc1ccc(CN2C3=NCCN3c3ccccc32)cc1,i,-5,-1,i,1%,8%,-3.3,3%

# The list continues:
SMILES,PTHR1 ag,D3 ag,DRD3 antagonist,Akt phos inh,Mm-Cpn inhibitor,EPAC2 antag,CCT modulator,EPAC2 agonist
CCOC(=O)N1CCN(C(=O)c2ccccc2NC(C)=O)CC1,-12%,-7,-17,i,2%,5%,-1.6,10%
COc1ccc(CCNCC(=O)Nc2ccc(C(=O)N3CCCCC3)cc2)cc1,i,-5,-7,i,-2%,-6%,-1.2,9%
Oc1ccc(NCc2ccc(OCc3ccccc3)cc2)cc1,?,3&-14,-16,i,-5%,-16%,-3.3,20%
Cc1ccc(NC(=O)c2nc(S(=O)(=O)Cc3ccccc3)ncc2Cl)cc1,-24%,-31,-86*,i,0%,0%,0.9,-3%
CCCCC(=O)Nc1ccc(C(=O)Nc2ccc(S(=O)(=O)Nc3ccc(C)cc3)cc2)cc1,i,-2,2,i,1%,-1%,0.5,6%
COc1ccc(Cl)cc1NC(=S)NNC(=O)CC(C)C,i,-14,?,i,-1%,3%,1.9,-3%
Cc1ccc(S(=O)(=O)N2CCC(=O)N(C(COCc3ccccc3)Cc3ccccc3)CC2)cc1 (configuration not stated),i,15,-25,i,1%,?,-1.6,7%
COc1ccc(CC(=O)N2CCC(CCC(=O)Nc3ccccc3)CC2)cc1,-12%,-7,-9,i,-1%,22%,1.4,6%
COc1ccc(OC)c(C(=O)CN2C(=O)NC(C)(c3ccccc3)C2=O)c1 (configuration not stated),i,2,10,i,-14%,-2%,-1.5,-13%
CCN(CC)c1ccc(C2NC(=O)c3ccccc3N2)cc1 (configuration not stated),-43%[inhibitor],-7,-8,i,/,2%,-1.3,2%
C[C@H](O)[C@@H]1CN2CCc3c([nH]c4ccccc34)[C@@H]2C[C@@H]1N(C)C(=O)Nc1cc(Cl)cc(Cl)c1,-23%,-15,-50*,i,/,-3%,-0.1,29%
COc1cc(Cl)ccc1OCc1cc(C(=O)N(C)C2CCOC2)no1 (configuration not stated),i,6,1,i,-13%,3%,-6.2,3%
CCC(C)NC(=O)c1cnn2c1NC(c1cccs1)CC2C(F)(F)F (configuration not stated),i,1,15,i,-1%,8%,-1.6,-35%[inhibitor]
Cc1ccc(Sc2ccc(N)cn2)cc1,-7%,1,9,i,1%,4%,-0.6,4%
Cc1ccc(S(=O)(=O)/N=C(/c2ccc(F)cc2)N2CCCCC2)cc1,0%,3,10,i,2%,7%,-5.8,5%
CC(SC(=S)N1CCCC1)C(=O)O (configuration not stated),i,6,7,i,1%,1%,-1.3,7%
O=C(O)C(Cc1c[nH]c2ccccc12)N1Cc2ccccc2C1=O (configuration not stated),-20%,-6,3,i,-6%,-22%,0.6,4%
O=C(NCc1cccnc1)c1cccc(Cl)c1,-8%,-2,-9,i,0%,13%,3.0,12%
Cc1c(C(=O)NCc2ccc(Cl)c(Cl)c2)sc(=O)n1Cc1ccc(C(=O)N(C)C)cc1,-60%[inhibitor],4,13,i,/,-2%,-1.3,2%
COCCNC(=O)c1cccc(OC2CCN(Cc3ccc(F)c(OC)c3)CC2)c1,-24%,-10,-21,i,-3%,-1%,0.1,0%
COc1ccc(Cl)cc1N1C(=O)c2cccnc2C1=O,-1%,-6,-25,i,1%,-9%,-0.4,-8%
Nc1ccn(CC(=O)NCc2ccc3c(c2)OCO3)c(=O)n1,-19%,-16,0,i,3%,23%,-5.0,2%
COc1ccccc1-n1c([S-])c(C(=O)Nc2ccccc2C(F)(F)F)[n+]2ccc(C(=O)NCCO)cc12,i,-8,-27,i,-14%,-21%,-0.2,4%
O=C(Nc1ccc(N2CCN(C(=O)c3ccccc3)CC2)cc1)c1ccc(Br)o1,-7%[57.5 µM],-2,23,i,1%,1%,-2.6,2%
COc1ccccc1OCc1cc(C(=O)N(C)CCC2CCCCO2)no1 (configuration not stated),-15%,6,14,i,0%,11%,1.7,8%

# Next section:
SMILES,PTHR1 ag,D3 ag,DRD3 antagonist,Akt phos inh,Mm-Cpn inhibitor,EPAC2 antag,CCT modulator,EPAC2 agonist
CCCOc1ccc(CC(=O)N/N=C\c2ccc(F)cc2)cc1,-19%,-4,1,i,2%,-24%,-0.2,-3%
CNC(=O)c1sc(=S)n(-c2ccc(OC)cc2)c1N,i,23,17,i,-2%,15%,0.2,3%
CC(=O)Nc1ccc(S(=O)(=O)Nc2c(C)n(C)n(-c3ccccc3)c2=O)cc1,i,3,12,i,0%,8%,-0.5,-4%
O=C(COC(=O)c1ccc(S(=O)(=O)N2CCCCC2)cc1)Nc1ccccc1Cl,i,2,18,i,-1%,8%,-1.1,-7%
CC1CCCCN1C(=O)CSc1nc(-c2ccccc2)cc(=O)[nH]1 (configuration not stated),-11%[57.5 µM],0,19,i,1%,-1%,0.0,4%
O=C(O)CCC(=O)N1N=C(c2c(-c3ccccc3)c3cc(Cl)ccc3[nH]c2=O)CC1c1ccco1 (configuration not stated),i,4,7,i,-8%,6%,-2.3,-12%
CCc1n[nH]c(=S)n1/N=C/c1cc(Br)c(OC)cc1OC,-4%,-6,-23,i,-1%,-3%,-4.4,13%
CC(=O)N1CCCC(C)(C(=O)Nc2ccc3oc(C)nc3c2)C1 (configuration not stated),i,-4,10,i,/,-6%,0.1,12%
Cc1cccc(NC(=S)NCCC(c2ccccc2)c2ccccc2)c1,-9%,-8,?,i,1%,-11%,-0.9,3%
CCOC(=O)Cn1c(=NC(=O)C2CC2)sc2c(C)cc(C)cc21,-11%,4,0,i,-4%,-4%,-1.3,6%
CCOC(=O)N1CCN(c2cc(=O)n(-c3ccc(OC)cc3)c(=O)[nH]2)CC1,i,9,23,/,1%,7%,-0.3,1%
Oc1cc2c(cc1CN1CCN(c3ncccn3)CC1)OCO2,i,42*,-15,i,3%,2%,-6.6,12%
O=[N+]([O-])c1ccc(COc2ccc(-c3[nH]ncc3-c3ccc(Cl)cc3)c(O)c2)cc1,-39%[inhibitor],-4,-2,i,-1%,-4%,-1.9,5%
CCn1cc(C(=O)Nc2ccc(OC)c(OC)c2)c2cc(OC)c(OC)cc2c1=O,i,4,12,i,2%,2%,-1.7,2%

# Shown with each value named: entries from further up.
CCCOc1ccc(CC(=O)N/N=C\c2ccc(F)cc2)cc1
  PTHR1 ag = -19%; D3 ag = -4; DRD3 antagonist = 1; Akt phos inh = i; Mm-Cpn inhibitor = 2%; EPAC2 antag = -24%; CCT modulator = -0.2; EPAC2 agonist = -3%
CCOC(=O)Cn1c(=NC(=O)C2CC2)sc2c(C)cc(C)cc21
  PTHR1 ag = -11%; D3 ag = 4; DRD3 antagonist = 0; Akt phos inh = i; Mm-Cpn inhibitor = -4%; EPAC2 antag = -4%; CCT modulator = -1.3; EPAC2 agonist = 6%
